GPR55 LPI antagonism = GPR55 antagonists blocking LPI-driven arrestin recruitment, primary screen, imaging, U2OS, beta-arrestin-GFP, LPI agonist (AID 2013); inhibition, % at 10 µM, or IC50 in µM where a hit was titrated; U2OS GPR55 beta-arrestin-GFP translocation imaging, LPI antagonism; higher % means a stronger effect; actives 0.13% (n = 290,000);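 active = spots per cell inhibited over 60%, with over 100 cells counted and total cytoplasm intensity under 500,000; inconclusive = wells with under 100 cells, flagged as likely toxic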;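 also: U2OS cells stably carrying GPR55 and arrestin-GFP stimulated by 5 µM LPI near EC80; imaged beta-arrestin-GFP aggregate spots per cell after agonist stimulation; plate controls were LPI-stimulated DMSO wells for no effect and DMSO wells without LPI for full effect; some results filed as inactive read as strong as hits; confirmed hits need IC50 under 10 µM and bright autofluorescent wells are also inconclusive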
AID2073 = disruptors of CaV2.2 binding to Mint1 – biochemical, HTRF (AID 2073). HTRF protein-protein interaction, Mint1-CaV2.2; higher % means a stronger effect. actives 0.19% (n = 290,000). inhibition, % at 20 µM, or IC50 in µM where a hit was titrated; in the data active = inhibition mostly above about 51%, no sharp cut-off; inconclusive = no clear call, values can overlap the other calls; inactive = mostly below about 53%; also: some results filed as inactive read as strong as hits
Siah-1 displacement = Siah-1 peptide-binding antagonists, primary screen, biochemical, fluorescence polarization, rhodamine-plectin, uHTS (AID 1817); Siah-1 / rhodamine-plectin peptide fluorescence polarization; higher % means a stronger effect; displacement, % at 20 µM, or IC50 in µM where a hit was titrated; actives 0.02% (n = 290,000);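 active = displacement of at least 50% at 20 µM, with a fluorescence ratio check between 0.3 and a set limit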;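 also: plate controls were Siah plus tracer with DMSO for no effect and tracer alone without Siah for full effect; strong numbers were not always called active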
NS5 inhibitors = Dengue-2 NS5 methyltransferase inhibitors, primary screen, biochemical, confirmation dose response (AID 588689). inhibition, % at 25 µM, or IC50 in µM where a hit was titrated. Dengue-2 NS5 methyltransferase capping enzyme assay, biochemical; higher % means a stronger effect. actives 0.3% (n = 340,000); in the data active = a potency from the dose series; inconclusive = inhibition above about 29% without an active follow-up result
NTR1 agonist = agonists of NTR1, primary screen, imaging, U2OS cells, beta-arrestin-GFP, high content (AID 493036) | NTR1-U2OS beta-arrestin-GFP spot imaging, agonist mode | activation, % at 20 µM | actives 0.17% (n = 330,000);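 active = activation at or above 40% of the spot to cytoplasm intensity ratio, with at least 20 cells analyzed; inconclusive = wells under 20 cells, flagged as cytotoxic or low count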;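 also: 0% = DMSO without peptide and 100% = 100 nM NTR1 peptide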
Target sequence (P30989 whole entry, looked up): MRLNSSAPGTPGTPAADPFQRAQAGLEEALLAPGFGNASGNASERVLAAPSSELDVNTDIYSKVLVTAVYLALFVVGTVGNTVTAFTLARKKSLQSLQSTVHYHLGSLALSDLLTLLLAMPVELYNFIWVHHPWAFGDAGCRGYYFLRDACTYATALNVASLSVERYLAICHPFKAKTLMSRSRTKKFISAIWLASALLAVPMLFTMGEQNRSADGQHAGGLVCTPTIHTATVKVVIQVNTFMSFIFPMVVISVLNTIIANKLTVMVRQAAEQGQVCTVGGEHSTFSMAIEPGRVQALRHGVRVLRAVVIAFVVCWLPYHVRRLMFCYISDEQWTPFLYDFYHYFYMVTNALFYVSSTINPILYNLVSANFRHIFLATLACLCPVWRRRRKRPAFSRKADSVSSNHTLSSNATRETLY
GPR55 activation = GPR55 agonists via beta-arrestin recruitment, primary screen, imaging, U2OS cells, beta-arrestin-GFP redistribution (AID 1961); U2OS GPR55 beta-arrestin-GFP redistribution imaging; higher % means a stronger effect; activation, % at 10 µM, or EC50 in µM where a hit was titrated; actives 0.048% (n = 290,000);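 active = activation above 40% with more than 50 cells counted in the well; inconclusive = wells holding fewer than 50 cells, flagged as toxic or sparse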;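 also: U2OS osteosarcoma cells stably expressing GPR55 and beta-arrestin-GFP; plate controls were DMSO negative control for no effect and LPI positive control for full effect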
GPR35 arrestin U2OS = GPR35 antagonists blocking zaprinast-driven arrestin recruitment, primary screen, imaging, U2OS, beta-arrestin-GFP, zaprinast agonist (AID 2058); inhibition, % at 10 µM; hits with a dose series show IC50 in µM; U2OS GPR35 beta-arrestin-GFP translocation imaging, zaprinast antagonism; higher % means a stronger effect; actives 0.052% (n = 290,000);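 active = inhibition of at least 50% with at least 30 cells and total cytoplasm GFP at most 10,000,000; inconclusive = under 30 cells or total GFP of 10,000,000 plus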
UTI89 phage lysis = protection from phage-mediated lysis, alamar blue read-out – E. coli UTI89, K1F phage, bacterial capsule biogenesis inhibitors (AID 488966). E. coli UTI89 K1F phage lysis, alamar blue, 2 h; higher % means a stronger effect. actives 0.02% (n = 340,000). inhibition, % at 100 µM, or IC50 in µM where a hit was titrated;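 active = phage lysis inhibition, versus mean bacterial control, above a set limit; inconclusive = no clear call, values can overlap the other calls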;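 also: capsule biogenesis inhibitors block K1F phage lysis so surviving cells raise fluorescence; higher fluorescence means more inhibition of phage lysis; actives were called in the ten point dose series up to 300 µM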
HIV peptide binding = cell-free HIV fusion peptide-binding blockers – biochemical, uHTS, fluorescence dequenching, primary screen (AID 1986). cell-free peptide binding, fluorescence dequenching, 30 min; higher % means a stronger effect. inhibition, % at 20 µM, or IC50 in µM where a hit was titrated. actives 0.3% (n = 290,000); in the data active = inhibition mostly above about 52%, no sharp cut-off; inactive = mostly below about 76%; also: some results filed as inactive read as strong as hits
NTR1 agonist cell count 20 µM = recorded beside NTR1 agonist, whose call it bears; cell count; measured here: cell count, cytotoxicity flag
The depositor's hits bear a star; u = inconclusive; x = no result given; [ ] = another dose, or the depositor's remark.

Screens in order: GPR55 LPI antagonism	AID2073	Siah-1 displacement	NS5 inhibitors	NTR1 agonist	NTR1 agonist cell count 20 µM	GPR55 activation	GPR35 arrestin U2OS	UTI89 phage lysis	HIV peptide binding
COC(=O)Cc1[nH]n(-c2nc3ccccc3s2)c(=O)c1C(C)=Nc1ccc(Cl)cc1
    1%	5%	3%	-7%	-0.9	59	-0.3%	-8%	0.1%	2.7%
Cc1ccc(CNC(=O)C2CCCN(S(=O)(=O)c3cnc[nH]3)C2)cc1 (stereo unspecified)
    1%	3%	0%	-3%	-1.6	59	0.5%	0%	-2.8%	1.8%
Cc1ccc(CONC(=O)c2ccccc2)cc1
    6%	-1%	1%	-14%	-0.4	52	0.0%	5%	-0.2%	0.7%
CCCC(=O)NC(Nc1ccc(S(=O)(=O)Nc2cc(C)on2)cc1)(C(=O)OCC)C(F)(F)F (stereo unspecified)
    0%	-2%	0%	-1%	0.1	71	-0.1%	-3%	0.1%	-1.8%
C=CCNC(=S)NNC(=O)CC12CC3CC(CC(C3)C1)C2
    -4%	-38%	2%	-1%	0.1	52	0.0%	-1%	0.8%	-1.5%
COc1ccc(F)cc1C(=O)C1CCCN(C(=O)c2ccc(C(C)=O)s2)C1 (stereo unspecified)
    -1%	3%	1%	3%	-0.7	55	0.3%	-1%	0.4%	0.9%
COc1ccc(Nc2nc(N)nc(CSC(=S)N3CCN(c4ccccc4)CC3)n2)cc1
    9%	9%	1%	-7%	1.3	58	-0.3%	7%	0.7%[50 µM]	3.4%
Fc1cccc(CN2CCSCC2)c1
    4%	0%	5%	x	-0.4	63	-0.1%	3%	1.5%	-0.7%
COC(=O)C1C(c2ccccc2)C(C(=O)N2CCN(C)CC2)C1c1ccccc1 (stereo unspecified)
    7%	31%	5%	-4%	1.5	86	-0.1%	-8%	0.2%	-1.9%
C=CCn1c(SCC(=O)NCc2ccco2)nc2ccccc2c1=O
    1%	-1%	1%	x	0.1	25	0.4%	-6%	x	0.5%

(continued)
Screens in order: GPR55 LPI antagonism	AID2073	Siah-1 displacement	NS5 inhibitors	NTR1 agonist	NTR1 agonist cell count 20 µM	GPR55 activation	GPR35 arrestin U2OS	UTI89 phage lysis	HIV peptide binding
CC(=O)Nc1nc(-c2ccc3c(c2)CCN3C(=O)C2CC2)c(C)s1
    4%	-2%	6%	-8%	0.3	55	1.3%	-9%	-0.2%	0.6%
O=C(OCC(=O)N1CCN(C(=O)c2ccco2)CC1)c1ccccc1OCc1ccccc1
    12%	10%	2%	3%	-1.0	63	0.9%	-2%	-0.5%	0.0%
Cc1ccc(S(=O)(=O)N(C)c2ccc(OCc3cccc(C)c3)cc2)cc1
    -2%	5%	-6%	-2%	0.7	72	1.1%	9%	0.8%[50 µM]	-0.8%
Cc1[nH]c2ccccc2c1/C=N/NC(=O)c1ccc(N)cc1
    9%	10%	-2%	-6%	0.8	91	-0.2%	-12%	-0.1%[50 µM]	0.9%
CN(C)S(=O)(=O)c1ccc(C(=O)Nc2ccc(CCC(=O)N3CCCC3)cc2)cc1
    15%	4%	-2%	-5%	x	x	-0.1%	-4%	0.1%	-1.6%
COC(=O)Cn1c2[n+](c3ccccc31)CC(O)CS2 (stereo unspecified)
    15%	6%	12%	-1%	-2.6	66	0.2%	2%	5.3%	0.7%
Cc1cccc(C(=O)Nc2ccc3c(c2)C(=O)NC3=O)c1
    -2%	15%	6%	-5%	-1.1	49	-0.1%	-2%	0.2%	1.9%
CC(C)CCOc1ccc(C(=O)CCNC(C)C(=O)O)cc1 (stereo unspecified)
    7%	-1%	-10%	x	x	x	-0.1%	-8%	x	4.1%
COc1cccc(-n2c(Cc3cc(=O)[nH]c(=O)[nH]3)nnc2SC(C)C)c1
    2%	-1%	2%	24%	1.8	59	-0.1%	-1%	-4.1%	1.3%
CCC(C(=O)Nc1cc(F)ccc1F)n1nc(C)c2c(C)n(-c3ccc(C)cc3)nc2c1=O (stereo unspecified)
    -13%	-6%	-2%	-5%	10	54	-0.2%	-4%	0.4%	0.1%

Other entries.
Screens in order: GPR55 LPI antagonism	AID2073	Siah-1 displacement	NS5 inhibitors	NTR1 agonist	NTR1 agonist cell count 20 µM	GPR55 activation	GPR35 arrestin U2OS	UTI89 phage lysis	HIV peptide binding
COc1ccc(NC(=O)C(C)N2c3cccc4cccc(c34)S2(=O)=O)c(OC)c1 (stereo unspecified)
    2%	15%	2%	4%	3.4	65	0.6%	0%	-0.1%	-2.4%
O=C(CNc1ccccc1)N/N=C/c1c[nH]c2ccccc12
    -4%	-5%	1%	x	1.2	78	0.3%	1%	-1.6%	-5.4%
Cc1ccc(N(CC(=O)NC2CCCC2)C(=O)Cn2nnc(-c3ccccc3F)n2)cc1
    -1%	0%	8%	-6%	-0.9	59	0.0%	-23%	0.5%	0.5%
COc1ccc(N2C(=O)CC(N3CCCCC3)C2=O)cc1 (stereo unspecified)
    11%	-7%	7%	-8%	2.6	21	-0.2%	-6%	u	0.0%
COc1cc(/C=C2\C(=O)NN(c3ccc(C)cc3)C2=O)cc([N+](=O)[O-])c1O
    3%	-3%	10%	18%	1.1	81	-0.1%	10%	-1.3%	38%
O=C(OC(C(=O)Nc1ccc([N+](=O)[O-])cc1Br)c1ccccc1)c1ccccc1 (stereo unspecified)
    -4%	12%	1%	-11%	1.9	72	-0.1%	-11%	0.4%	-1.8%
CSc1nc(C(=O)N2CCc3c([nH]c4ccccc34)C2c2ccccn2)cs1 (stereo unspecified)
    8%	2%	-7%	-10%	2.9	54	-0.1%	-14%	-0.4%	-0.3%
CCOc1ccc(N2CC(C(=O)Nc3ncccc3C)CC2=O)cc1 (stereo unspecified)
    -2%	-3%	1%	-3%	-1.2	39	-0.2%	16%	-0.3%	8.0%
CCCOc1ccc(N2C(=O)CC(N(CCc3ccc(OC)cc3)C(=O)/C=C/C(=O)O)C2=O)cc1 (stereo unspecified)
    11%	0%	-3%	x	2.1	34	-0.1%	-3%	x	0.4%
COc1ccc(CCNC(=O)C2CCN(c3nccc(C)n3)CC2)cc1
    -9%	6%	3%	-8%	0.3	34	-0.1%	6%	-1.8%	-0.4%

Remaining list, next part
Screens in order: GPR55 LPI antagonism	AID2073	Siah-1 displacement	NS5 inhibitors	NTR1 agonist	NTR1 agonist cell count 20 µM	GPR55 activation	GPR35 arrestin U2OS	UTI89 phage lysis	HIV peptide binding
COc1ccc(OCCOCC(O)CN2CCOCC2)cc1 (stereo unspecified)
    -11%	4%	4%	2%	0.0	48	-0.2%	-6%	-0.2%	-2.8%
COC(=O)C(C)n1cnc2c(cnn2-c2ccc(Cl)cc2)c1=O (stereo unspecified)
    -12%	7%	-2%	3%	2.2	57	-0.1%	-3%	0.3%	1.6%
C/C(=N\Nc1ccc(S(=O)(=O)Nc2ccc(Cl)cc2)cc1[N+](=O)[O-])c1ccc(N2CCOCC2)cc1
    6%	42%	18%	-3%	4.9	71	-0.1%	2%	0.8%	3.1%
CCc1ccccc1NC(=O)C1C(c2ccccc2)C1(Cl)Cl (stereo unspecified)
    -1%	8%	-1%	-6%	-2.3	79	0.0%	-1%	0.1%	1.9%
COc1cc(/C=C2/SC(=S)N(CC(=O)Nc3cccnc3)C2=O)cc(OC)c1OC
    6%	-16%	-3%	-3%	-2.5	84	-0.5%	-1%	3.8%	3.5%
COc1ccc(NC(=O)C2CCCN2C(=O)NCc2ccccc2)cc1OC (stereo unspecified)
    5%	5%	2%	-6%	2.4	61	-0.4%	-17%	-0.2%	2.4%
CCOC(=O)c1c(NC(=O)CSc2nnnn2-c2ccc3c(c2)OCCO3)sc(C)c1C
    14%	3%	-3%	-6%	3.8	37	-0.2%	11%	0.1%	2.8%
CCCCn1c(O)c(/C=C/C=C/C=Nc2ccccc2)sc1=S
    1%	72%*	32%	-15%	0.8	27	-0.5%	5%	-0.1%	52%
O=C(CCl)Nc1ccccc1C(=O)NCc1ccccc1
    14%	0%	6%	-12%	0.7	43	0.0%	4%	-0.4%	-0.4%
Cc1onc(NC(=O)CSCC(=O)O)c1Br
    -7%	-23%	0%	x	1.2	47	0.2%	3%	x	-2.0%

(cont.)
Screens in order: GPR55 LPI antagonism	AID2073	Siah-1 displacement	NS5 inhibitors	NTR1 agonist	NTR1 agonist cell count 20 µM	GPR55 activation	GPR35 arrestin U2OS	UTI89 phage lysis	HIV peptide binding
COc1ccc(NC(=O)N(Cc2ccc(C)cc2)Cc2cccnc2)c(OC)c1
    7%	-8%	0%	-2%	-2.7	38	-0.2%	4%	0.0%	0.9%
Cc1cc(S(=O)(=O)N2CCCCC2)ccc1OCC(=O)Nc1ccccc1
    4%	2%	12%	-6%	0.8	62	-0.1%	1%	0.6%	-1.2%
Cc1ccc(Nc2ncnc3sccc23)c(C)c1
    0%	4%	2%	-7%	0.3	42	-0.1%	10%	1.4%	-1.3%
NC(=NC(=O)c1ccc(OC(F)(F)F)cc1)c1ccc(C(F)(F)F)cn1
    3%	6%	1%	-4%	0.7	51	0.7%	-3%	-0.4%	-1.4%
O=C(O)c1cn(Cc2cccnc2)c(=O)c2ccccc12
    4%	6%	2%	x	0.2	65	0.7%	-6%	x	0.9%
Cc1cc(C)nc(SCc2nc3ccccc3n2C)n1
    9%	10%	5%	0%	-1.7	48	-0.2%	-12%	5.9%	-1.5%
O=c1[nH]nc(-c2ccc(F)cc2)cc1Cc1cccs1
    1%	10%	3%	-7%	1.1	34	0.0%	-5%	0.5%	0.3%
O=C(CCc1nnc2ccc(N3CCCCC3)nn12)NCC1CCN(Cc2ccc(F)cc2)CC1
    6%	7%	-2%	0%	0.6	42	0.3%	-28%	0.5%	-0.4%
COC(=O)[C@@]1(Cc2ccc(OC)cc2)[C@@H]2C(=CC(=O)[C@H]2CC(=O)C(=O)N(C)C)CN1C(=O)c1ccccc1
    5%	4%	-1%	x	5.9	85	-0.1%	-16%	x	7.3%
COc1ccc(Br)cc1CN1CCN(C(=O)c2ccc(OC)c(OC)c2)CC1
    0%	1%	8%	-4%	-1.8	88	-0.3%	6%	-0.9%	-0.4%
Cn1cnc(S(=O)(=O)Nc2ccccc2N2CCOCC2)c1
    0%	0%	5%	x	1.1	43	1.4%	19%	x	-1.3%
Cn1cc(C(=O)N2CCN(c3ccccn3)CC2)c(=O)c2cc(S(=O)(=O)N3CCOCC3)ccc21
    -4%	-2%	0%	-6%	0.5	57	-0.1%	-1%	-1.1%	134%

Assay outcomes (PubChem BioAssay)
